# From PubChem
# TCR activator: T cell receptor activation; 330,000 tested, under 10 active; primary human leukocytes, anti-CD3, IL-2 HTRF, 48 h; Potency, µM (series often up to 9.22 µM), for inactives: at the highest dose activation of IL-2 secretion, usual class: activators; note: % of control where 0% means no effect
#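 Using a-CD3 beads without co-stimulation, primary human leukocytes were exposed to compounds for 48 hr. An HTRF IL-2 kit measured the cytokine, with europium-to-d2 energy transfer producing emission at 665nm upon 320nm excitation.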
# TSHR antag: antagonists of human thyroid stimulating hormone receptor; P16473; TSHR-expressing cells, TSH-stimulated cAMP HTRF, 2 h; stronger effect = lower value; activity change, negative = inhibition, % at 11.5 µM; 0.2% of 330,000 active;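 active = activity change below a set negative limit, meaning inhibition stronger than a set level, cut at about -70% in these data; inconclusive = activity change between two set negative limits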; note: % is set by controls: 0 for no effect and ±100 for the full control effect
#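 Competitive HTRF cAMP read-out (cryptate anti-cAMP antibody, cAMP-d2; 30 min, room temperature) in freshly harvested TSHR cells. Compounds added before TSH at EC80 (4nM final), followed by 2 hours' incubation at 37 deg C.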
# CXXC DNA block: inhibitors of human MLL CXXC domain-DNA interaction. Q03164. MLL-CXXC / FITC-HOXA9 DNA fluorescence polarization. Potency, µM (titrated, usually from 115 µM), without a hit: top-dose activity change, negative = inhibition, actives largely listed as inhibitors. 0.037% of 290,000 active. AID 2662; active = well fitted inhibition curve with a large enough effect in the polarisation, with a control signal flat, not every such curve was filed as active; inconclusive = small, poorly fitted or top-dose-only effect, or effect the other way, or a change in a side signal; inactive = no such curve, though single readings can be large or run the other way; the % refers to the polarisation; note: potency is the fitted concentration of half-maximal effect
#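 Steps: dispense CXXC domain solution (7 uM) → pin compounds or unlabeled HOX-A9 DNA control → 5 min ambient → add FLSN-HOX-A9 solution (50 nM) → spin → 30 min ambient → fluorescence polarization. Tris pH 7.5/NaCl/DTT/BSA buffer.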
# S-ASM inh: blocks human secretory acid sphingomyelinase. AID 504937. Potency, µM (highest dose often 57.5 µM), for inactives: top-dose activity change, negative = inhibition, usual class: inhibitors. 0.006% of 340,000 active. placental ASM, HMU-PC fluorogenic substrate, 60 min; note: potency is the fitted concentration of half-maximal effect
#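 Fluorescence read-out (Ex 386 nm, Em 447 nm) after stopping the reaction at pH 10. Enzyme: ASM from human placenta; substrate HMU-PC0, 9 uM final; 60 min, 37 °C. Compound preincubation 10 min, ambient temperature.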
# PTAP TSG101 blk: blocks PTAP/TSG101 interaction to inhibit HIV-1 budding; Q99816; Fluorescence polarization, FITC-PTAP peptide / Tsg101 binding; Potency, µM (series often up to 115 µM), for the others: at the highest dose activity change, negative = inhibition, usual class: inhibitors; 340,000 tested, under 10 active; AID 493005; active = well fitted inhibition curve with a large enough effect in the main read-out, with a control signal flat, not every such curve was filed as active; inconclusive = small, poorly fitted or top-dose-only effect, or effect the other way, or a change in a side signal; inactive = no such curve, though single readings can be large or run the other way; note: potency is the fitted concentration of half-maximal effect; % of control where 0% means no effect
# Target sequence (Q99816 whole entry, looked up): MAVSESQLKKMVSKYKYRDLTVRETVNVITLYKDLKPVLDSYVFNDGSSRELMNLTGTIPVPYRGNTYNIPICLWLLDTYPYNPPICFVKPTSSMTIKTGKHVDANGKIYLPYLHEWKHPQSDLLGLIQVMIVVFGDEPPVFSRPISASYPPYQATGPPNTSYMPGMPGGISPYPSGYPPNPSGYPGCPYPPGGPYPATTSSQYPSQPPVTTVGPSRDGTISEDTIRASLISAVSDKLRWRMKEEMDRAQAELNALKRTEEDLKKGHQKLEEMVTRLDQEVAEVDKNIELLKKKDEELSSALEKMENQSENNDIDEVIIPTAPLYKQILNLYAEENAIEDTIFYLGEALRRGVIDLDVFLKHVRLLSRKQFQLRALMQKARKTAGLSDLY
#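 Compounds were pin-transferred onto Tsg101 binding domain (10 uM final) in HEPES pH 7.5 buffer, then FITC-PTAP peptide was added at 50 nM final. After 20 min at RT, polarization reported peptide displacement across a qHTS concentration series.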
# a7 integrin act: activators of alpha7 integrin expression for muscular dystrophy | 0.064% of 350,000 active | Potency, µM (top dose mostly 38.3 µM), for the others: top-dose activation, usual class: activators | alpha7betagal myoblasts, beta-gal FDG fluorescence, 48 h | AID 624291;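 note: potency is the fitted concentration of half-maximal effect; 100% = response of the positive control SU9516; nearly all actives have a fitted effect of over 60% in size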
#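 alpha7betagal+/- myoblasts (passage 13, 250/well) treated 48 h at 37C with compounds at 1:260 dilution of DMSO stock. Lysed, then beta-galactosidase activity read as FDG fluorescence (ex 480/em 540) after 30 min, with pre-read for autofluorescence.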
# MBNL1 CUG block: inhibitors of human MBNL1 binding to CUG repeat RNA. AID 2675. TR-FRET MBNL1-His/biotin-(CUG)12 binding, 665/545 ratio. Q9NR56. 0.036% of 280,000 active. Potency, µM (series often up to 57.5 µM), without a hit: at the top dose activity change, negative = inhibition, most hits filed as inhibitors; active = well fitted inhibition curve with a large enough effect in the signal ratio, with a control signal flat, not every such curve was filed as active; inconclusive = small, poorly fitted or top-dose-only effect, or effect the other way, or a change in a side signal; inactive = no such curve, though single readings can be large or run the other way; the % refers to the signal ratio; note: potency is the fitted concentration of half-maximal effect; % is set by controls: 0 for no effect and ±100 for the full control effect
# Target sequence (Q9NR56 whole entry, looked up): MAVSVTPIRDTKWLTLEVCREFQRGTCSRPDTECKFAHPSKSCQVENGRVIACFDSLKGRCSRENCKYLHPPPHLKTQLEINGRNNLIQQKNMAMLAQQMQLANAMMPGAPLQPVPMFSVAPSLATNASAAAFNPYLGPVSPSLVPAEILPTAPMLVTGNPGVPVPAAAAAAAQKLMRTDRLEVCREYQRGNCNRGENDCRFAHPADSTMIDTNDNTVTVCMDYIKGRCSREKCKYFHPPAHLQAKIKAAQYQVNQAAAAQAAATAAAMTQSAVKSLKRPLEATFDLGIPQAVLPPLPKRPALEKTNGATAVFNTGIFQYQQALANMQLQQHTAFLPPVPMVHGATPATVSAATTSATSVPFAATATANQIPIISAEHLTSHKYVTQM
#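 Inhibition of protein-RNA binding appears as loss of TR-FRET between terbium anti-His antibody on MBNL1-His and streptavidin-XL665 on biotin-(CUG)12. Activity is normalized to buffer-only and uninhibited-complex controls.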
# A-T KAP1 phos: candidate therapy for ataxia-telangiectasia; […] A-T fibroblasts, KAP-1 phosphorylation AlphaLISA; neocarzinostatin DNA damage 30 min before lysis; Potency, µM (highest dose often 57.5 µM), for inactives: at the top dose activation, hits mostly activators; 0.19% of 320,000 active; AID 485349; note: potency is the fitted concentration of half-maximal effect; % of control where 0% means no effect; nearly all actives have a fitted effect of over 45% in size
#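 hTERT-immortalized A-T patient fibroblasts ([…]), 500 cells/well in OPTI-MEM, 1% FBS, got compounds for 60 min, then NCS for 30 min at 37C. Lysates were then assayed for phospho-KAP-1 by AlphaLISA (anti-pKAP1 donor, anti-KAP1 acceptor beads), 6 hr at 25C.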
# Mito fusion act: mitochondrial division inhibition or fusion activation | S. cerevisiae fusion-defective mutant growth rescue, CellTiterGlo 48 h | Potency, µM (top dose mostly 46.1 µM), inactives show at the highest dose growth rescue (activation), most hits filed as activators | 0.23% of 320,000 active | AID 485298;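 note: potency is the fitted concentration of half-maximal effect; % of control where 0% means no effect; nearly all actives have a fitted effect of over 45% in size; temperature-sensitive fusion mutants such as fzo1-1 at 37 °C on non-fermentable ethanol glycerol medium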
#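 Read-out: ATP-based luminescence (CellTiterGlo, 10 min ambient) reporting growth of fusion-defective ts yeast after 48 hours at 37C on glycerol/ethanol YPEG medium in the presence of compound.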
# Menin-MLL TR inh: menin-MLL binding inhibition, Texas Red mutant peptide; O00255; Menin + Texas Red MLL mutant peptide, fluorescence polarization; Potency, µM (doses to about 61.6 µM), for the others: at the highest dose FP activity change, negative = inhibition, actives largely listed as inhibitors; 0.23% of 270,000 active; AID 1768; active = well fitted inhibition curve with a large enough effect in the polarisation, with a control signal flat, not every such curve was filed as active; inconclusive = small, poorly fitted or top-dose-only effect, or effect the other way, or a change in a side signal; inactive = no such curve, though single readings can be large or run the other way; the % refers to the polarisation; note: potency is the fitted concentration of half-maximal effect; % of control where 0% means no effect; many of its hits are not listed in these tables
# Starred values were filed as active, the others as inactive; ? = inconclusive; · = not tested or not shown; & = joins results of further samples; [ ] = another dose, or the depositor's remark. Unless noted, calls come from the whole dose curve; as a rule, active = well fitted curve in the direction sought with a large enough effect; inconclusive = small, poorly fitted or top-dose-only effect, or another doubt; inactive = no such curve, though single readings can be large; an effect the other way counts as inactive or inconclusive. A portion of the library. The share of hits here may be higher or lower than overall.
# Values in the order – TCR activator | TSHR antag | CXXC DNA block | S-ASM inh | PTAP TSG101 blk | a7 integrin act | MBNL1 CUG block | A-T KAP1 phos | Mito fusion act | Menin-MLL TR inh
COc1ccc(NC(=O)[C@@H](NC(=O)N2C[C@H]3C[C@@H](C2)c2cccc(=O)n2C3)C(C)C)cc1
    8.3% | 1.2 | 18.1% | -3.0% | -1.5% | -39.6% | -0.3% | -5.6% | 1.1% | -27.1%
O=c1[nH]c(=O)n(Cc2ccccc2)c(O)c1C=NCCN1CCOCC1
    0.5% | 15.1 | 10.5% | -3.6% | -5.5% | -18.4% | -0.5% | 2.7% | 0.3% | -15.4%
CN(C)c1ccc(/C=C2\C(=O)NC(=O)N(Cc3ccc(F)cc3)C2=O)cc1
    1.1% | 2.6 | -26.8% | -2.5% | 3.2% | 3.5% | 16.4% | -1.5% | 3.1% | ·
O=P1(NCCCl)OCCCN1CCCl (centres undefined)
    7.0% | -0.1 | 5.2%[51.4 µM] | -2.8% | -0.2% | · | · | 3.0% | 2.0% | ?
Nc1ccc(CC2=NCCN2)cc1
    -1.6% | · | · | 0.0% | -2.1% | -0.4% | · | · | · | ·
COC(=O)C(O)(c1c[nH]c2ccccc12)C(F)(F)F (centres undefined)
    -1.3% | 1.3 | -6.7% | 2.2% | -7.0% | 1.6% | 0.8% | -3.3% | -1.3% | ·
O=C(O)c1ccc(-[n+]2c(-c3ccccc3)cc(-c3ccccc3)cc2-c2ccccc2)cc1
    -6.6% | 1.1 | · | -0.5% | -2.9% | -14.4% | · | 11.8% | -7.2% | ·
O=C(NC1CN2CCC1CC2)c1cc(Cl)c([N+](=O)[O-])c2nc[nH]c12 (centres undefined)
    -2.1%[46.1 µM] | 1.5 | 1.2% | -2.7% | -0.9% | -13.7% | ? | -4.7% | 0.3% | 4.3%
Cn1ncc(Cl)c1C(=O)N1CCC2(CC1)OCCO2
    -3.1% | 1.0 | 2.3% | 3.8% | -3.8% | 8.0% | 0.8% | -0.8% | 2.0% | 2.5%
CCCC/C(=N/O)c1c(C)[nH]c2ccccc12
    -21.0% | 0.3 | 1.5% | 0.2% | -4.7% | -20.3% | 0.7% | -2.6% | -3.0% | 14.0%
Cc1ccc(C(O)(C(=O)NNC(=O)CN2CCN(C)CC2)c2ccc(C)cc2)cc1
    -9.4%[46.1 µM] | 10.1 | -4.2% | -0.6% | -2.2% | 0.5% | · | -1.8% | 0.6% | -0.4%
OC(c1ccccc1)(c1ccccc1)C1CCCN1 (centres undefined)
    -3.9% | 23.9 | 2.6% | 3.1% | -1.6% | -21.5% | ? | 3.8% | 1.7% | 0.5%
CN1CCN(c2ccc([N+](=O)[O-])c(NCc3ccco3)c2)CC1
    -1.3%[46.1 µM] | -4.7 | -1.0% | -2.3% | -1.1% | 0.1% | · | -4.7% | -8.0% | -6.6%
COc1ccc(CN2CCN(C(=O)COc3cccc(C)c3)CC2)c(OC)c1
    -7.2% | -0.8 | -8.0% | 2.5% | -2.5% | 26.7% | -1.1% | 6.0% | 4.0% | -28.4%
COc1ccc(C(=O)CSc2nnc(CNC(=O)c3ccc(S(=O)(=O)N(C)C)cc3)o2)cc1
    -3.4% | -12.6 | ? | -0.7% | · | -22.6% | 4.2% | 5.9% | 1.7% | 15.9%
C[C@H]1CCC[C@H](O)CCCCCc2cc(O)cc(O)c2C(=O)O1
    -2.1% | -4.6 | 1.0%&-1.1% | -6.8% | -4.9% | · | -7.9% | 2.6% | 5.4% | 10.7%&2.0%
CN1CCC(N(C)c2ccc(C(N)=O)cc2[N+](=O)[O-])CC1
    -6.8% | 18.2 | 6.4% | -9.9% | 0.2% | -9.3% | ? | -1.1% | -16.5% | 5.8%
CC[n+]1c(/C=C/C=C/c2ccc(N(C)C)cc2)sc2ccccc21
    30.8% | -23.0 | ? | -11.3% | 0.5% | -39.5% | · | -3.8% | -25.6% | ·
O=C(O)C(O)(c1ccccc1)C1CCCC1 (centres undefined)
    -2.7% | -9.1 | 1.3% | -0.9% | -6.1% | 15.5% | 8.5% | 2.7% | -0.5% | -4.1%
COc1ccccc1N1CCN(Cc2ccccc2)CC1
    · | 17.1 | 4.5% | 0.5% | -1.6% | 24.8% | -13.7% | -6.7% | -0.5% | -9.1%
Cn1c(=O)cc(SCC(=O)N2CCC3(CC2)OCCO3)c2ccc(Cl)cc21
    7.0%[46.1 µM] | -7.3 | 0.6% | -0.6% | -9.2% | 31.0% | 25.7% | 0.2% | -0.4% | 9.8%
O=C(CN1CC=C(c2ccccc2)CC1)NC(=O)NC1CCCCC1
    -3.7% | 18.3 | 4.0% | 3.4% | -2.0% | -23.1% | -0.1% | 1.9% | -10.9% | -13.2%
O=C(O)C1C2CCC(O2)C1C(=O)NC1CCCCC1 (centres undefined)
    -2.1%[46.1 µM] | 2.3 | 6.0% | 1.9% | -4.0% | -13.8% | -13.7% | 3.3% | 0.3% | 17.4%

# 8 structures already listed, sorted by SMILES length, lowest first:
# Values in the order – TCR activator | TSHR antag | CXXC DNA block | S-ASM inh | PTAP TSG101 blk | a7 integrin act | MBNL1 CUG block | A-T KAP1 phos | Mito fusion act | Menin-MLL TR inh
Nc1ccc(CC2=NCCN2)cc1
    -1.6% | · | · | 0.0% | -2.1% | -0.4% | · | · | · | ·
CCCC/C(=N/O)c1c(C)[nH]c2ccccc12
    -21.0% | 0.3 | 1.5% | 0.2% | -4.7% | -20.3% | 0.7% | -2.6% | -3.0% | 14.0%
CN1CCC(N(C)c2ccc(C(N)=O)cc2[N+](=O)[O-])CC1
    -6.8% | 18.2 | 6.4% | -9.9% | 0.2% | -9.3% | ? | -1.1% | -16.5% | 5.8%
C[C@H]1CCC[C@H](O)CCCCCc2cc(O)cc(O)c2C(=O)O1
    -2.1% | -4.6 | 1.0%&-1.1% | -6.8% | -4.9% | · | -7.9% | 2.6% | 5.4% | 10.7%&2.0%
COc1ccc(CN2CCN(C(=O)COc3cccc(C)c3)CC2)c(OC)c1
    -7.2% | -0.8 | -8.0% | 2.5% | -2.5% | 26.7% | -1.1% | 6.0% | 4.0% | -28.4%
CN(C)c1ccc(/C=C2\C(=O)NC(=O)N(Cc3ccc(F)cc3)C2=O)cc1
    1.1% | 2.6 | -26.8% | -2.5% | 3.2% | 3.5% | 16.4% | -1.5% | 3.1% | ·
COc1ccc(C(=O)CSc2nnc(CNC(=O)c3ccc(S(=O)(=O)N(C)C)cc3)o2)cc1
    -3.4% | -12.6 | ? | -0.7% | · | -22.6% | 4.2% | 5.9% | 1.7% | 15.9%
COc1ccc(NC(=O)[C@@H](NC(=O)N2C[C@H]3C[C@@H](C2)c2cccc(=O)n2C3)C(C)C)cc1
    8.3% | 1.2 | 18.1% | -3.0% | -1.5% | -39.6% | -0.3% | -5.6% | 1.1% | -27.1%

# Quoted from the listing.
# Mito fusion act result of COC(=O)C(O)(c1c[nH]c2ccccc12)C(F)(F)F (centres undefined) = -1.3%
# TSHR antag result of COc1ccccc1N1CCN(Cc2ccccc2)CC1 = 17.1
